High-throughput results (PubChem BioAssay)
APJ antag: antagonists of human apelin receptor APJ, primary screen, CHO-K1 cells, beta-arrestin complementation, luminescence. 0.32% of 330,000 active. inhibition, % at 20 µM. P35414;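 active = inhibition above about 40% at 20 µM, limit read from the data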;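 also: cells challenged with 10 nM apelin-13 agonist together with compound; plate controls were apelin-13 plus DMSO wells for no effect and DMSO wells lacking apelin-13 for full effect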
APJ agonist: agonists of human apelin receptor APJ, primary screen, CHO-K1 cells, PathHunter beta-arrestin, luminescence. AID 2520, 2010. 0% DMSO wells, 100% apelin. activation, % at 20 µM. 0.11% of 330,000 active. P35414;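 active = activation more than six SD over the plate average, tested at 20 µM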;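 also: 0% = DMSO alone and 100% = apelin-13 at 10 nM; some results filed as inactive read as strong as hits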
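Assay system: CHO-K1 APJ beta-arrestin complementation cell line / Compound: single test compound dose, 20 µM final, 1% DMSO / Times: overnight seeding, 90 min compound at 25 °C, 1 h detection / Technique: beta-gal luminescence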
tim23-1 inh: growth inhibitors of tim23-1 mutant yeast, primary screen, luminescence, uHTS | 1.3% of 330,000 active | inhibition, % at 20 µM | S. cerevisiae tim23-1 growth, BacTiter-Glo luminescence, 24 h | AID 463212, 2010;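 active = growth inhibition of the mutant yeast at or above 50%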;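 also: temperature-sensitive mutant grown at 25 °C; plate controls were DMSO-treated mutant yeast for no effect and medium wells lacking yeast for full effect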
CXCR6 block: CXCR6 receptor inhibitors, primary screen, cell-based, beta-arrestin, luminescence, CHO-K1 PathHunter, 1536-well. C-X-C chemokine receptor type 6 (Homo sapiens), O00574. inhibition, % at 20 µM. 0.36% of 360,000 active; in the data active = inhibition above about 34%, passing the limit was not always enough;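 also: antagonist mode with CXCL16 agonist at 10 nM final; 0% = 10 nM CXCL16 with DMSO and 100% = unstimulated wells without agonist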
Mdm2-MdmX inh: inhibitors of human Mdm2-MdmX association, primary screen, cell-based, luminescence, split luciferase, SaOS-2, uHTS; Protein Mdm4 (Homo sapiens) + E3 ubiquitin-protein ligase Mdm2 (Homo sapiens), …; inhibition, % at 8 µM; AID 485346, 2010; 3% of 330,000 active; SaOS-2 split-luciferase Mdm2/MdmX complementation;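 active = inhibition of at least 50% at 8 µM in the primary screen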
Target sequence (O15151 whole entry, looked up): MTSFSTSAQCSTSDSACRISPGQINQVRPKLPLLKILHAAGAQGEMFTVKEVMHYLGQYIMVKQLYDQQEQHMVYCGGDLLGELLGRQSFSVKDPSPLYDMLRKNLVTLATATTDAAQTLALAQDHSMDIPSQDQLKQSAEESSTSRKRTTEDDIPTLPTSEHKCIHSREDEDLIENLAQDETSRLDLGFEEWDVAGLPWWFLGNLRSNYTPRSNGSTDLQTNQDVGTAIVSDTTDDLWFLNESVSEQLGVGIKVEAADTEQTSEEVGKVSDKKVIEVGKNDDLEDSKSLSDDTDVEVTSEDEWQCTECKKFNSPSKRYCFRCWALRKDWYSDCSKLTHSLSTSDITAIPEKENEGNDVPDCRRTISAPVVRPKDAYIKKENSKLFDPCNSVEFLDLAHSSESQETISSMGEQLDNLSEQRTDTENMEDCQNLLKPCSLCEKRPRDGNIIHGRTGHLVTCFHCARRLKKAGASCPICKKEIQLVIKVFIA
Target sequence (Q00987 whole entry, looked up): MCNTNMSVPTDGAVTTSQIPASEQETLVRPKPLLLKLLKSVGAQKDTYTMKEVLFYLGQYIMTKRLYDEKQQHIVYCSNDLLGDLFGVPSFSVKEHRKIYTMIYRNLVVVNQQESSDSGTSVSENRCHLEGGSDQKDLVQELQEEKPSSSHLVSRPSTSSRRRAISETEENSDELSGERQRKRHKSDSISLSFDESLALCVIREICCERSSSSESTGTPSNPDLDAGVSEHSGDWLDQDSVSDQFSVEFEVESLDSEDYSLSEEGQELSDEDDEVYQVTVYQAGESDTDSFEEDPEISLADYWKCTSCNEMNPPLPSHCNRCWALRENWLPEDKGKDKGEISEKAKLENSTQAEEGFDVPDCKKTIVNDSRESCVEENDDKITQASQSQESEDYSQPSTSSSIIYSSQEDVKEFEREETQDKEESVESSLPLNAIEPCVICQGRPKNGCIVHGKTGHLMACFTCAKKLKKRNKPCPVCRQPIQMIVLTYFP
CCR6 antagonist: CCR6 receptor antagonists, primary screen, cell-based, CHO-K1, luminescence, beta-arrestin, uHTS; CHO-K1 CCR6 PathHunter beta-arrestin, CCL20-stimulated; C-C chemokine receptor type 6 (Homo sapiens), P51684; inhibition, % at 20 µM; 0.49% of 340,000 active;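 active = compounds whose inhibition of the agonist-driven luminescence signal at 20 µM reaches about 50%, limit read from the data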;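 also: cells stimulated with CCL20 at 14 nM final; plate controls were DMSO with CCL20 for no effect and DMSO without agonist for full effect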
XBP1 UPR activ: activators of adaptive XBP1 UPR arm, primary screen, cell-based, CHO-XBP1 luciferase reporter, luminescence, uHTS; IRE1-XBP1 UPR activation; percent of tunicamycin response, DMSO as zero; activation, % at 20 µM; 0.33% of 330,000 active; AID 463104, 2010;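 active = versus positive control, 20 µM dose yields 30% or more activation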;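 also: 100% = tunicamycin at 10 µg/mL and 0% = DMSO only wells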
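Material: CHO-XBP1 cells stably carrying IRE1-XBP1-driven luciferase reporter / Amount: 1000 cells per well / Compound: 20 µM, 1% DMSO / Times: 6 h treatment, 37 °C / Detection: luciferase luminescence / Measure: % activation of reporter signal versus tunicamycin and DMSO controls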
EBI2 antag: EBI2 receptor antagonists, beta-arrestin recruitment, primary screen, cell-based, luminescence, 7a,25-OHC stimulation, uHTS; G-protein coupled receptor 183 (Homo sapiens), P32249; 7a,25-OHC stimulated; inhibition, % at 5 µM; 0.81% of 360,000 active; AID 651636, 2012; in the data active = inhibition above about 38%;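 also: enzyme fragment complementation signal reports receptor beta-arrestin coupling in cells; 0% = agonist plus DMSO wells and 100% = wells without agonist; some results beyond the cut were filed as inactive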
UPR CHOP act: activators of apoptotic CHOP UPR arm, primary screen, cell-based, CHO-CHOP luciferase reporter, luminescence, uHTS. UPR activation; percent of tunicamycin response over DMSO baseline. activation, % at 10 µM. 0.34% of 330,000 active;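 active = at 10 µM dose, activation of 40% or more, normalized to positive control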;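 also: 100% = tunicamycin at 10 µg/mL and 0% = DMSO alone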
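assay system = CHO CHOP reporter cells | amount = 500 CHO-CHOP cells per well | buffer or medium = F12 with 10% FBS | incubation = 16-18 h cell attachment, then 6 h compound exposure, 37 °C | detection = luminescence read with Steady-Glo | read-out = percent activation relative to tunicamycin control | controls = tunicamycin high control, DMSO low control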
Starred values were filed as active, the others as inactive; · = no result given. An excerpt (hit frequency here may not be typical).

Sample of the layout (3 entries):
SMILES	APJ antag	APJ agonist	tim23-1 inh	CXCR6 block	Mdm2-MdmX inh	CCR6 antagonist	XBP1 UPR activ	EBI2 antag	UPR CHOP act
COC(=O)c1cc(NC(=O)Cc2ccc(OC)c(OC)c2)cc(C(=O)OC)c1	9	-4	3	-5	21	9	0	8	1.0
COc1ccc(/C(O)=C2/C(=O)C(=O)N(c3ncccn3)C2c2ccc(F)cc2)cc1 (stereo unspecified)	5	-1	15	1	4	7	0	-1	1.0
CCN(CC)S(=O)(=O)c1ccc(C)c(NC(=O)COC(=O)CN2C(=O)NC(C)(C)C2=O)c1	5	4	-7	0	29	12	-3	8	2.6

Main list, from the start:
SMILES	APJ antag	APJ agonist	tim23-1 inh	CXCR6 block	Mdm2-MdmX inh	CCR6 antagonist	XBP1 UPR activ	EBI2 antag	UPR CHOP act
COC(=O)c1cc(NC(=O)Cc2ccc(OC)c(OC)c2)cc(C(=O)OC)c1	9	-4	3	-5	21	9	0	8	1.0
COc1ccc(/C(O)=C2/C(=O)C(=O)N(c3ncccn3)C2c2ccc(F)cc2)cc1 (stereo unspecified)	5	-1	15	1	4	7	0	-1	1.0
CCN(CC)S(=O)(=O)c1ccc(C)c(NC(=O)COC(=O)CN2C(=O)NC(C)(C)C2=O)c1	5	4	-7	0	29	12	-3	8	2.6
Clc1ccc(-n2nnnc2-c2cnc3ccc(Cl)cc3c2-c2ccccc2)cc1	5	-2	38	6	61*	4	5	-9	0.8
COc1ccc(N2C(=O)C(Cl)=C(N(CCO)Cc3ccccc3)C2=O)cc1	-1	-2	33	1	18	2	-2	0	1.1
O=S(=O)(c1cc(Cl)ccc1Cl)N1CCC2(CC1)OCCO2	10	4	14	5	-5	13	-2	-11	2.6
O=C(CSc1nnnn1-c1ccc(O)cc1)c1cc2ccccc2o1	-20	4	31	3	10	4	0	-2	3.2
Cc1ccc(S(=O)(=O)N2C(=O)C(C)SC2=Nc2ccccc2)cc1 (stereo unspecified)	-1	-1	0	-4	14	1	-1	0	2.3
CC1=Nc2ccccc2/C1=C/c1sc(=O)n(CC(=O)N2CCCC2)c1O	2	-1	16	5	4	15	1	-5	-0.4
Cc1cc(NC(=O)C2C3C(=O)N(CC4CCCO4)C(C(=O)NC(C)(C)C)C34C=CC2(C)O4)no1 (stereo unspecified)	-10	0	12	-3	6	-9	1	-8	-0.7
Cc1ccccc1CNS(=O)(=O)c1ccc2c(c1)OCCO2	-5	2	42	-6	7	7	-1	1	-1.1
CC(OC(=O)CCCc1nc2ccccc2s1)C(N)=O (stereo unspecified)	11	-1	8	3	22	-12	0	-9	-1.5
O=C(O)C1C2CCC(O2)C1C(=O)NCCC1=CCCCC1 (stereo unspecified)	23	-2	-2	6	10	-13	5	-18	-1.4
Cc1ccc(CNC(=O)C(=O)NCC2CCCN2S(=O)(=O)c2cccs2)cc1 (stereo unspecified)	19	-1	-3	-7	19	7	-1	2	1.5
Cc1cc(C)n2nnnc2c1C#N	-1	-2	4	-7	-14	5	-3	1	0.5
CCOC(=O)Cn1c(=O)oc2cc(S(=O)(=O)N(CCN(C)C)Cc3ccccc3)ccc21	13	-4	-14	-1	15	2	0	4	1.9
Cc1nc2c(C(=O)NCCC3=CCCCC3)c[nH]n2c(=O)c1Cl	6	-3	7	-4	7	2	-1	5	0.7
CCOC(=O)c1ccc(NC(=O)C2CCC(CNc3c(N4CCOCC4)c(=O)c3=O)CC2)cc1 (stereo unspecified)	-5	-4	2	-1	-19	8	-1	-1	-0.3
CCn1c(SCC(=O)Nc2ccc(F)cc2F)nc2c(c1=O)SCC2	2	9	3	0	-24	11	-1	2	0.8
N#Cc1c(-c2ccc(Cl)cc2)cc(-c2ccccc2)nc1SCC(=O)O	8	-1	20	1	16	9	-5	-6	-1.3
CCOc1ccccc1NC(=O)Cc1ccccc1OC	12	0	19	0	18	4	1	10	2.8
Cc1ccc2c(C)nc(Nc3ncc4c(n3)CCCC4=O)nc2c1	6	0	-28	·	23	-7	0	·	-1.2
O=C1N(c2ccccc2)C(c2ccc(Cl)cc2)N2CCCN12 (stereo unspecified)	-13	-4	25	-4	-12	7	-2	-3	0.4
O=C(CNC(=O)c1cccs1)OCc1ccc(Cl)cc1	28	-3	2	-10	9	13	0	10	2.2
COc1ccc(N(Cc2cc3ccc(C)cc3[nH]c2=O)C(=O)c2ccco2)cc1	10	-2	9	5	9	7	2	1	-0.7
Next part:
SMILES	APJ antag	APJ agonist	tim23-1 inh	CXCR6 block	Mdm2-MdmX inh	CCR6 antagonist	XBP1 UPR activ	EBI2 antag	UPR CHOP act
CCCOc1ccc(N2C(=O)CC(N(Cc3ccco3)C(C)=O)C2=O)cc1 (stereo unspecified)	6	0	-6	-2	16	7	1	-8	0.2
Cc1ccc2cc(CN(Cc3ccco3)C(=O)c3ccccc3)c(=O)[nH]c2c1C	15	-1	-16	-7	17	17	-3	-10	2.8
O=C(CN1CCN(Cc2ccc(Cl)cc2)CC1)N/N=C/c1ccccc1F	13	0	9	-2	12	8	-3	32	0.6
CCOC(=O)c1cccc(NC(=O)C2CCCN(S(=O)(=O)c3c(C)nn(C)c3C)C2)c1 (stereo unspecified)	-8	-3	5	-2	21	10	-2	5	1.4
Cc1cccc(NC(=O)CSc2nnc(-c3ccco3)c(-c3ccco3)n2)c1C	3	0	4	7	-20	15	-1	-1	1.6
Cc1cc(=O)[nH]c(-c2cccnc2)n1	16	3	5	2	-42	-5	-2	-2	0.8
N#Cc1cccc(S(=O)(=O)NCCOc2ccccc2F)c1	0	-5	3	-1	-1	-1	-2	-1	-3.1
NC(=O)c1cc2cc(Cc3ccccc3Cl)ccc2oc1=O	20	-2	20	-3	9	-2	-2	9	0.7
Cc1ccc(-n2ncc3c2CC(C)(C)CC3NC(=O)CCCN2CCCCC2=O)cc1 (stereo unspecified)	12	-4	-7	9	9	12	-7	-16	0.1
C=CCOC(=O)C1=C(C)NC(SCC(=O)OCC)=C(C#N)C1c1ccc(C)cc1 (stereo unspecified)	5	-11	3	7	21	25	-1	10	-2.2
O=C(COC(=O)CN1C(=O)NC2(CCCC2)C1=O)NCc1ccc(Cl)cc1Cl	-3	-4	23	4	17	9	-1	-2	-2.2
COc1ccc(/C=N/NC(=O)c2c(-c3ccccc3)noc2C)cc1[N+](=O)[O-]	10	-4	-6	4	5	11	-2	-5	0.0
CCCCOc1ccc(CSCCNC(=S)Nc2ccccc2)cc1	-15	14	34	-7	-2	13	1	26	-0.6
COc1ccc(N2CCN(C(=O)CS(=O)Cc3nc(-c4ccc(OC)c(OC)c4)oc3C)CC2)cc1 (stereo unspecified)	16	0	19	-9	16	11	-2	-6	0.0
Cc1cc(Cl)ccc1OCCCC(=O)NC1CCN(C)CC1	-12	5	22	26	19	-4	2	2	1.2
CCN(C(=O)c1ccc(Cl)c(S(=O)(=O)Nc2c(C)n(C)n(-c3ccccc3)c2=O)c1)c1ccccc1	1	0	-1	4	12	-5	0	-12	1.0
O=C(NCCOc1ccccc1)c1cc([N+](=O)[O-])ccc1N1CCOCC1	-38	-2	4	6	48	15	-1	59*	-1.5
c1ccc(COc2ccc(CNn3cnnc3)cc2)cc1	4	-3	20	3	12	1	0	4	0.0
O=C(O)CCc1ccc(-c2ccccc2)n1Cc1ccco1	17	-1	24	2	-3	-1	-1	2	-1.6
CCC(=O)Nc1nnc(SCc2ccccc2F)s1	18	-7	8	-7	0	1	2	-8	4.4
CCOc1nc2cnccc2n(CC(=O)Nc2ccc(C)c(C)c2)c1=O	18	2	-7	1	6	11	0	1	1.5
CCOC(=O)CC(NCc1ccc(OC)c(OCC)c1)c1ccc(C)cc1 (stereo unspecified)	-4	-2	11	-3	14	11	-1	9	-2.6
CCCCNc1ccc(C(=O)O)cc1	-6	-3	8	4	-16	11	-2	0	-1.3
CN(CCc1ccccn1)C(=O)c1ccc(OC(F)(F)F)cc1	-11	-1	21	2	-3	1	-1	-1	-0.1
O=C1CSC(c2ccccc2O)N1Cc1ccccc1 (stereo unspecified)	-6	-5	-2	0	19	12	1	-9	-1.1
Nc1nc(Sc2ccc([N+](=O)[O-])cc2[N+](=O)[O-])n[nH]1	-24	7	11	-7	3	3	-4	-40	-2.1
Cc1cc(C)nc(SCc2ccc([N+](=O)[O-])cc2)n1	-1	-3	8	6	6	2	1	-11	-1.9
CCOc1cc(NC(=O)c2ccco2)c(OCC)cc1NC(=O)COc1ccccc1C	-9	-2	-1	2	99*	6	12	-8	15
CCn1cc(CN2CCC(n3nccc3NC(=O)c3ccc(OC)cc3)CC2)cn1	5	-3	-22	-5	-6	10	0	-6	3.3

Random excerpt: three records from the list
SMILES	APJ antag	APJ agonist	tim23-1 inh	CXCR6 block	Mdm2-MdmX inh	CCR6 antagonist	XBP1 UPR activ	EBI2 antag	UPR CHOP act
Cc1cc(Cl)ccc1OCCCC(=O)NC1CCN(C)CC1	-12	5	22	26	19	-4	2	2	1.2
CCN(CC)S(=O)(=O)c1ccc(C)c(NC(=O)COC(=O)CN2C(=O)NC(C)(C)C2=O)c1	5	4	-7	0	29	12	-3	8	2.6
CCOc1nc2cnccc2n(CC(=O)Nc2ccc(C)c(C)c2)c1=O	18	2	-7	1	6	11	0	1	1.5

Given field by field: two of the compounds above.
Nc1nc(Sc2ccc([N+](=O)[O-])cc2[N+](=O)[O-])n[nH]1
- APJ antag: -24
- APJ agonist: 7
- tim23-1 inh: 11
- CXCR6 block: -7
- Mdm2-MdmX inh: 3
- CCR6 antagonist: 3
- XBP1 UPR activ: -4
- EBI2 antag: -40
- UPR CHOP act: -2.1
CCOC(=O)c1cccc(NC(=O)C2CCCN(S(=O)(=O)c3c(C)nn(C)c3C)C2)c1 (stereo unspecified)
- APJ antag: -8
- APJ agonist: -3
- tim23-1 inh: 5
- CXCR6 block: -2
- Mdm2-MdmX inh: 21
- CCR6 antagonist: 10
- XBP1 UPR activ: -2
- EBI2 antag: 5
- UPR CHOP act: 1.4
